# HP1b binding inh = inhibitors of HP1-beta chromodomain binding to methylated histone tails. actives 0.56% (n = 390,000). AID 540317. Potency, µM (series often up to 114 µM), for the others: top-dose activity change, negative = inhibition, most hits filed as inhibitors. AlphaScreen HP1-beta / biotin-H3K9me3 peptide binding. P83916; further: potency means the concentration at half of the fitted maximal effect; nearly all actives have a fitted effect of over 70% in size; inactives centre near 23
#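 Compound inhibition of the preformed complex between 50 nM HP1-beta and 50 nM biotinylated H3K9me3 peptide was read by AlphaScreen. Buffer was PBS pH 7.4 with 0.01% Tween-20. Incubations ran 30 min at room temperature, with 10 ug/mL donor/acceptor beads.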
# TrxR1 inh = blocks rat thioredoxin reductase 1; O89049; recombinant rTrxR1, NADPH fluorescence consumption, selenite substrate; Potency, µM (titrated, usually from 114 µM), without a hit: at the highest dose activity change, negative = inhibition, most hits filed as inhibitors; actives 1% (n = 390,000); AID 588453; further: potency means the concentration at half of the fitted maximal effect; on the % scale 0 is the no-effect control and ±100 the full control effect; nearly all actives have a fitted effect of over 65% in size
# Target sequence (O89049 whole entry, looked up): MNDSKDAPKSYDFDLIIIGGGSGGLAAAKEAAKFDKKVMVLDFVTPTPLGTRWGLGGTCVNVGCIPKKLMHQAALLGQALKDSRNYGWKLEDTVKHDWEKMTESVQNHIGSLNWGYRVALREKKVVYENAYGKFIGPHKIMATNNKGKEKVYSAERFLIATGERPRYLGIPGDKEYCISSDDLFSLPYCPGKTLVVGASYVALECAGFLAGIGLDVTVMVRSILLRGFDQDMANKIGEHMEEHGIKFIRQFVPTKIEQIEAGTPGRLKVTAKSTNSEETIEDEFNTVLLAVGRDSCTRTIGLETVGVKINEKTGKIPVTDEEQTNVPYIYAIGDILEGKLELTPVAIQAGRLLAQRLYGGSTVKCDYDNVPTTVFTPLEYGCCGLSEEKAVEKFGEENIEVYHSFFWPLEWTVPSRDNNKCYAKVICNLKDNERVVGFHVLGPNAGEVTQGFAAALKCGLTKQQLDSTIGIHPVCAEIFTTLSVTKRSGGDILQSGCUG
#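 Rat TrxR1 (90 nM in the dispensed reagent) was pre-reduced with 400 uM NADPH for 5 min at room temperature, then incubated with compound for 15 min. After 400 uM selenite was added, NADPH fluorescence (Ex 340/Em 450 nm) was followed for 8 min.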
# mIDH1 inhibitor = blocks human mutant IDH1 R132H enzyme; O75874; IDH1-R132H enzyme, NADPH consumption, diaphorase/resazurin fluorescence; Potency, µM (highest dose often 76.6 µM), inactives show top-dose activity change, negative = inhibition, actives largely listed as inhibitors; actives 0.093% (n = 390,000); AID 602179; further: potency means the concentration at half of the fitted maximal effect; on the % scale 0 is the no-effect control and ±100 the full control effect; nearly all actives have a fitted effect of over 65% in size
#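 IDH1-R132H (0.5 ug/mL dispensed) in pH 7.5 Tris buffer was preincubated 30 min with compound, then given a substrate mix of 0.016 mM NADPH and 2 mM alpha-KG for 80 min at room temperature; remaining NADPH was read by diaphorase/resazurin fluorescence.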
# PI4K2A block = blocks human PI4K2A kinase activity; Q9BTU6; purified PI4K2A, ADP-Glo luminescence, 1 h; hits give low values; activity change, negative = inhibition, % at 76.9 µM; actives 0.13% (n = 420,000); AID 1346378; in the data active means activity change below about -50%; inconclusive means mostly about -30% to -49%;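 further: -100% = wells without enzyme as full effect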
# Target sequence (Q9BTU6 whole entry, looked up): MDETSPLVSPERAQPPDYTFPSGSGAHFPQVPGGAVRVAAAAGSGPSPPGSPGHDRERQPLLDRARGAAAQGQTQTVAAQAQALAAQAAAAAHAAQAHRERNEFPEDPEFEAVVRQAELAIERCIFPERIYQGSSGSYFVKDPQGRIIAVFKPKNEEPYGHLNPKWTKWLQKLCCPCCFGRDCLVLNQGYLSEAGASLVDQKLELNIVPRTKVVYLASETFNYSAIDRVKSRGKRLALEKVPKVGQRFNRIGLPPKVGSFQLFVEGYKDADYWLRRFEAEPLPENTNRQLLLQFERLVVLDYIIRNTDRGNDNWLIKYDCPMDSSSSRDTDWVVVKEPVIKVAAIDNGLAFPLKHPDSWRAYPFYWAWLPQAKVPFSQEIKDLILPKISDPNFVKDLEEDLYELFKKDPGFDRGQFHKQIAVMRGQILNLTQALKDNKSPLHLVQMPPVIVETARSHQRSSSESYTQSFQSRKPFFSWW
#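 In this quantitative HTS, ADP production by PI4K2A was quantified luminescently after 1 h at ambient temperature; 100 microM adenosine served as plate-quality control.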
# USP1 inh = blocks the human USP1/UAF1 deubiquitinase complex; O94782; recombinant USP1/UAF1, Ub-Rhodamine cleavage fluorescence; Potency, µM (top dose mostly 57.1 µM), inactives show at the highest dose activity change, negative = inhibition, usual class: inhibitors; actives 0.23% (n = 390,000); further: potency means the concentration at half of the fitted maximal effect; on the % scale 0 is the no-effect control and ±100 the full control effect; nearly all actives have a fitted effect of over 60% in size; inactives centre near -12
#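 USP1/UAF1 complex (1 nM) preincubated 15 min at room temperature with compound, then Ub-Rho substrate (150 nM final) added. Kinetic fluorescence at 480/540 nm over 6 reads at 60 s intervals; 50 mM HEPES pH 7.8, 0.5 mM EDTA, 0.1 mg/ml BSA, 1 mM TCEP, 0.01% Tween-20.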
# TrxR1 substrate = is turned over as a substrate by rat TrxR1. O89049. Potency, µM (titrated, usually from 114 µM), without a hit: top-dose activity change, negative = substrate turnover. AID 588456. purified TrxR1 substrate turnover, NADPH consumption readout. actives 0.01% (n = 390,000); further: potency means the concentration at half of the fitted maximal effect; on the % scale 0 is the no-effect control and ±100 the full control effect; nearly all actives have a fitted effect of over 50% in size
#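 Rat TrxR1, dispensed at 90 nM, was prereduced with 400 uM NADPH (final) for 5 min at ~22 deg C, then incubated with compound 15 min before 400 uM selenite. A first-read NADPH fluorescence drop versus no-compound background flagged substrates.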
# Pin1 inh = human Pin1 inhibition; Pin1 FP peptide displacement, HiFluor488, 10 min; Potency, µM (series often up to 115 µM), inactives show top-dose activity, negative = inhibition, hits mostly inhibitors; actives 0.009% (n = 390,000); Q13526; active means well fitted inhibition curve with a large enough effect in the polarisation, with a control signal flat, not every such curve was filed as active; inconclusive means small, poorly fitted or top-dose-only effect, or effect the other way, or a change in a side signal; inactive means no such curve, though single readings can be large or run the other way; the % refers to the polarisation; further: potency means the concentration at half of the fitted maximal effect; on the % scale 0 is the no-effect control and ±100 the full control effect
# Tb PGK inh = T. brucei PGK inhibition | P07378 | PGK/GAPDH coupled, Kinase-Glo luminescence, 60 min | Potency, µM (top dose mostly 57.5 µM), inactives show at the top dose activity change, negative = inhibition, most hits filed as inhibitors | actives 0.043% (n = 380,000) | AID 602233; further: potency means the concentration at half of the fitted maximal effect; on the % scale 0 is the no-effect control and ±100 the full control effect; nearly all actives have a fitted effect of over 60% in size
#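 Recombinant glycosomal PGK reaction used 1,3-bisphosphoglycerate generated in-well by GAPDH (100nM final) in 100mM TEA pH 7.6, 5mM MgCl2, 0.01% Tween-20. After 60 minutes at room temperature, ATP was read by Kinase-Glo Plus luminescence end-point.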
# GLS inhibitor = blocks human kidney-isoform glutaminase activity; O94925; GLS enzymatic activity, qHTS titration; Potency, µM (titrated, usually from 45.5 µM), for inactives: top-dose activity change, negative = inhibition, most hits filed as inhibitors; actives 0.21% (n = 410,000); AID 624170; further: potency means the concentration at half of the fitted maximal effect; on the % scale 0 is the no-effect control and ±100 the full control effect
#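 Assay buffer: 45 mM KH2PO4 pH 8.2, 0.02% Tween-20. hKGA acts on L-glutamine (1 mM solution added); product glutamate is reported by an oxidase/peroxidase Amplex Red coupling, with fluorescence taken at baseline and 30 min.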
# Active calls of the source: *; i = inactive; ? = inconclusive; · = no result given; & = joins results of further samples; [ ] = dose if it differs, or a comment. Unless noted, the call rests on the fitted dose curve; in most records, active means well fitted curve in the direction sought with a large enough effect; inconclusive means small, poorly fitted or top-dose-only effect, or another doubt; inactive means no such curve, though single readings can be large; an effect the other way counts as inactive or inconclusive.
SMILES,HP1b binding inh,TrxR1 inh,mIDH1 inhibitor,PI4K2A block,USP1 inh,TrxR1 substrate,Pin1 inh,Tb PGK inh,GLS inhibitor
COc1cccc(NC(=O)CSc2nc3cc(OC)c(OC)cc3c3nc(-c4ccccc4)nn23)c1,27%,22%,-7%,2,-23%,-2%,1%,1%,-6%
Cc1c(C(c2cccs2)c2c(C)n(C)n(-c3ccccc3)c2=O)c(=O)n(-c2ccccc2)n1C,-1%,5%[57.1 µM],5%,1,9%,9%[57.1 µM],-11%,-2%,-3%
CC1Cc2cc(/C(O)=C3/C(=O)C(=O)N(Cc4ccco4)C3c3cccs3)ccc2O1 (centres undefined),27%,-23%,6%,5,-18%,-6%,?,-9%,10%
O=C(CSc1nccc2ccccc12)N1CCN(Cc2ccc3c(c2)OCO3)CC1,-24%,2%,-3%,-5,-7%,-5%,10%,6%,4%
CC1CN(C(=O)Nc2ccc(C(=O)NCCc3ccc(Cl)cc3)cc2)c2ccccc2S1 (centres undefined),25%,-21%,-15%,2,3%,-13%,-9%,i,-2%
c1ccc(-n2nnnc2Oc2ccc(-c3nnco3)cc2)cc1,12%,6%[57.1 µM],10%,2,-6%,8%[57.1 µM],0%,1%,0%
COc1ccc(CCn2c(C)cc(C(=O)COC(=O)c3ccc(O)cc3O)c2C)cc1,·,·,-13%,4,?,·,·,-4%,6%
O=C(COc1ccc(F)cc1)N(Cc1cccs1)C1CCS(=O)(=O)C1 (centres undefined),17%,2%[57.1 µM],10%,3,-17%,3%[57.1 µM],-2%,i,1%
Cc1nnsc1C(=O)N1CCC(C(=O)c2ccccc2)CC1,9%,24%[57.1 µM],15%,-2,-4%,13%[57.1 µM],-6%,i,-9%
COc1ccc(CNC(=O)COC(=O)C2CC3C=CC2C3)cc1 (centres undefined),41%[activator],14%,-2%,-2,-17%,8%,0%,1%,-1%
Fc1ccc(Cn2nnc(-c3ccc(Cl)cc3)n2)cc1,69%[activator],2%,15%,5,-5%,-1%,0%,-1%,-10%
Cn1c2nc(=O)n(-c3ccccc3)c(=O)c-2nc2c1CCCC2,·,·,12%,-27,14µM*,·,·,-12%,-3%
CCC(NC(=O)CC[C@H]1O[C@@H](n2cc(C)c(=O)[nH]c2=O)C[C@@H]1O)c1ccccc1 (some centres undefined),30%,12%,17%,0,-20%,3%,2%,-8%,5%
Cc1cc(C)c(C#N)c(N2CCN(Cc3ccc4c(c3)OCO4)CC2)n1,17%,-10%,5%,-11,-7%,-8%,2%,-4%,2%
O=C(c1cc([N+](=O)[O-])ccc1Cl)N1CCN(c2ccc([N+](=O)[O-])cc2)CC1,-1%,-15%,0%,4,-14%,-15%,-1%,i,4%
O=S(=O)(c1cccc(F)c1)N1CCC(Oc2ccc(-n3cnnn3)cc2)CC1,49%[activator],21%,4%,-3,-1%,4%,4%,1%,6%
O=C1[C@H]2[C@H](C=CC[C@H]2C(=O)N2CCOCC2)CCN1Cc1ccc(Cl)c(Cl)c1,8%,12%&-7%,26%,-2,-22%,6%&-3%,-1%,4%,0%
CCC1CCCCN1CCCNC(=O)c1ccc2c(c1)NC(=O)CN2C (centres undefined),30%,-9%,-1%,1,?,7%,-3%,-2%,-7%
CCCCNC(=O)Cn1cnc2sc(C)c(S(=O)(=O)N3CCN(c4ccccc4OC)CC3)c2c1=O,6%&22%,-3%&12%,1%&24%,7&2,3%&-19%,-5%,-2%&9%,1%&11%,0%&9%
CCOCCCNCC(=O)Nc1cc(S(=O)(=O)N2CCOCC2)ccc1N1CCOCC1,31%,17%,-2%,-5,-17%,7%,0%,-9%,4%
COc1ccc(NC(=O)C2CCCN(S(=O)(=O)c3ccc(-n4cnnn4)cc3)C2)cc1 (centres undefined),0%,-6%,-6%,1,-10%,-5%,-1%,2%,-18%
C/C(Cc1ccccc1)=N\NC(=O)CNC(=O)c1ccc(F)cc1,39%[activator],8%,0%,0,-6%,-5%,1%,-8%,2%
O=C(OCC(=O)N1CCN(C(=O)c2ccco2)CC1)c1cncc(Br)c1,43%[activator],?,-6%,-1,-19%,7%,0%,5%,-7%
Cc1ccc(C(=O)C2=C(O)C(=O)N(c3ncccn3)C2c2ccc(Cl)cc2)o1 (centres undefined),32%,-42%,0%,-1,-18%,2%[57.1 µM],2%,1%,4%
N#CC1=C(N)N(c2ncn[nH]2)C2=C(C(=O)CCC2)C1c1ccccc1 (centres undefined),18%,-5%,0%,1,-18%,-8%,-1%,i,-7%
COc1ccc2c(CNCc3cccs3)c(C(=O)O)n(Cc3ccccc3F)c2c1,18%,0%,-12%,6,-15%,-9%,54%[activator],-7%,-3%
CC(C)NC(=O)c1ccccc1NC(=O)c1ccccc1N(C)S(C)(=O)=O,1%,2%,1%,0,4%,-3%,-2%,-2%,-6%
Cc1ccc(S(=O)(=O)NCc2c(-c3ccccc3)c3cc(Cl)ccc3[nH]c2=O)cc1,5%,11%[57.1 µM],-8%,4,-4%,5%[57.1 µM],-5%,i,11%
Cc1ccc(-c2nc(N)sc2C)cc1,7%,20%,15%,1,-14%,8%,-2%,-1%,2%
Cc1nc2ccccc2n1CCc1nc2c3ccccc3nc(SCc3cccc(F)c3)n2n1,37%,11%[57.1 µM],-12%,-3,-19%,3%[57.1 µM],-8%,7%,1%
O=C(Cc1n[nH]c(=O)c2ccccc12)OCc1c(Cl)cccc1Cl,-10%,4%,0%,-1,-7%,-6%,16%,-6%,-2%
CCCNC(=O)CSc1nccn1Cc1ccc(OC)cc1,11%,25%[57.1 µM],12%,0,-18%,7%[57.1 µM],-2%,3%,-4%
CCCNC(=O)NC(=O)CN1C(=O)NC(C)(c2ccc(C)cc2)C1=O (centres undefined),22%,16%,2%,2,-12%,4%,0%,1%,6%
CCCc1cc(C(=O)Cc2nc3ccccc3s2)c(O)cc1O,39%,9%,4%,0,-3%,41%[activator],25%,7%,17%
O=C(CSc1cccc[n+]1[O-])Nc1ccc2c(c1)OCO2,48%[activator],9%,8%,1,-21%,3%,5%,10%,0%
COc1cccc(CNC(=O)CCNS(=O)(=O)c2ccc3c(c2)CCCC(=O)N3)c1,33%,16%,2%,1,-24%,0%,2%,-10%,-16%
O=C(Cn1cnc2c(OCc3ccccc3)ncnc21)NCc1ccccc1,17%,17%,-5%,-3,-9%,-3%,1%,-5%,20%
CCN1C(=O)C(O)(CC(=O)c2ccc(-n3cccc3)cc2)c2ccccc21 (centres undefined),-12%,-13%,3%,-5,-18%,-14%,-4%,-5%,-1%
COc1ccc(-c2nnc(NC(=O)c3ccccc3[N+](=O)[O-])s2)c(OC)c1,20%,14%[57.1 µM],10%,-9,-25%,2%[57.1 µM],-11%,-7%,-9%
COc1cc(NC(=O)C2CCCO2)c(OC)cc1Cl (centres undefined),5%,13%[57.1 µM],2%,-11,-11%,9%[57.1 µM],-3%,-1%,0%
COc1ccc(-c2cccc(-c3cc(=O)oc4cc(OC)c(OC)c(OC)c34)c2)cc1,31%,19%,0%,-1,-12%,8%,-2%,5%,14%
O=C(Nc1nc2ccccc2s1)c1ccc2c(c1)OCO2,41%[activator],-8%,6%,-4,-13%,2%,-5%,-3%,3%
CCc1ccccc1Nc1nc2ccccc2n1C,34%,17%,11%,-1,-22%,7%,3%,-10%,-2%
COc1ccc(C)cc1NC(=O)c1ccc(OC(F)F)cc1,44%[activator],-11%,9%,1,-17%,-12%,-7%,-5%,-5%
COc1cc(NC(=O)CN(C)Cc2ccc(OC(F)F)cc2)c(C)cc1[N+](=O)[O-],5%,-3%,2%,-1,-18%,-13%,-3%,i,2%
CC(C)(C)C(=O)COC(=O)CCc1nc2ccccc2[nH]c1=O,34%[activator],-3%[57.1 µM],0%,3,?,13%[57.1 µM],-2%,2%,13%
Nc1nonc1-n1nnc(C(=O)N/N=C/c2ccccc2)c1CSc1ccccc1,36%[activator],16%[57.1 µM],5%,-1,-14%,5%[57.1 µM],6%,0%,20%
CCn1nc(C)cc1C(=O)N1CCCC(N2CCN(c3ccccc3OC)CC2)C1 (centres undefined),27%,-7%,14%,5,-20%,-3%,1%,i,14%
Cc1ccc(NC(=O)CN2C(=O)COc3ccc(S(=O)(=O)N4CCOCC4)cc32)cc1N(C)C,41%&48%[activator],21%&14%,3%&-18%,3&-4,-16%&-10%,-1%&1%,?,-6%,6%&12%

# Complete entries, looked up by structure. Values in the order: HP1b binding inh	TrxR1 inh	mIDH1 inhibitor	PI4K2A block	USP1 inh	TrxR1 substrate	Pin1 inh	Tb PGK inh	GLS inhibitor
# `COc1ccc(-c2cccc(-c3cc(=O)oc4cc(OC)c(OC)c(OC)c34)c2)cc1` reads 31%	19%	0%	-1	-12%	8%	-2%	5%	14%
# `COc1ccc(C)cc1NC(=O)c1ccc(OC(F)F)cc1` reads 44%[activator]	-11%	9%	1	-17%	-12%	-7%	-5%	-5%
# `Nc1nonc1-n1nnc(C(=O)N/N=C/c2ccccc2)c1CSc1ccccc1` reads 36%[activator]	16%[57.1 µM]	5%	-1	-14%	5%[57.1 µM]	6%	0%	20%

# Compound activity: PubChem BioAssay, National Center for Advancing Translational Sciences (NCATS)

# Only part of the results is shown (hit frequency here may not be typical).
